# From PubChem
# NALP1 yeast inh – blocks the NALP1 inflammasome reconstituted in yeast. S. cerevisiae NALP1/ASC/caspase-1 growth, X-gal OD620, 72 h. inhibition, % at 10 µM. hit rate 0.61% among 280,000; in the data active = inhibition mostly above about 24%, no sharp cut-off; inactive = mostly below about 32%; note: some compounds called inactive have numbers as strong as hits
# MEKK2 mut-MEK5 – signal of MEK5 binding to mutant human MEKK2 PB1 domain | percent response, % at 10 µM | bead flow cytometry, Alexa488-MEK5 binding to MEKK2 mutant | hit rate 0.35% among 290,000; in the data active = percent response above about 24%, passing the limit was not always enough; note: inactives centre near 1; some results filed as inactive read as strong as hits
# M18AAP inhibitor – PfM18AAP enzyme inhibition. recombinant PfM18AAP, H-Glu-NHMec fluorogenic cleavage. inhibition, % at 7.35 µM. hit rate 1.2% among 290,000. AID 1822;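 active = inhibition above the campaign mean inhibition over all tested compounds plus 3 SD, cut at about 28% in these data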;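 note: 0% = plate median of test compound wells and 100% = 2 mM ZnCl2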
# V1aR counter – V1a receptor agonism, counter-screen for OXTR agonists | hit rate 0.25% among 320,000 | activation, % at 3 µM | AID 2797 | CHO-V1R cells, Fluo-8 calcium fluorescence, agonist mode; 0% DMSO, 100% 3 nM vasopressin;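 active = activation above the mean activation of all tested compounds plus 3 SD, per screening run, cut at about 20% in these data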;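 note: signal is peak over basal fluorescence ratio across a 100 second FLIPR read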
# OXTR ag – agonists of human oxytocin receptor. CHO-OTR cells, Fluo-8 calcium fluorescence; normalized: DMSO 0%, oxytocin 100%. hit rate 0.32% among 320,000. activation, % at 3 µM. P30559. AID 2435;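 active = activation above the mean of all tested compounds plus 3 SD, cutoff set per screening run, cut at about 20% in these data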;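 note: peak over basal fluorescence ratio from a 100 s FLIPR kinetic read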
# Target sequence (P30559 whole entry, looked up): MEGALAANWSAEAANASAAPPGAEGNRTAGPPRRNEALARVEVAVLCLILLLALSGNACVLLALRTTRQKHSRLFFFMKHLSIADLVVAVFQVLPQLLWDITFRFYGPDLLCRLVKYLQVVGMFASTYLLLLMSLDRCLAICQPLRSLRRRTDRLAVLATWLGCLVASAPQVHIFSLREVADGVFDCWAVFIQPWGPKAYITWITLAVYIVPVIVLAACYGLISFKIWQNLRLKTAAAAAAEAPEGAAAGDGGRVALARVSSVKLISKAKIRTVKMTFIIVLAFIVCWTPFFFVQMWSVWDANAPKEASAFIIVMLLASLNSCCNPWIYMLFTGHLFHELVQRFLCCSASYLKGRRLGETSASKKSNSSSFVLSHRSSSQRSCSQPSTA
# GalR3 antag – human GalR3 antagonism | inhibition, % at 3 µM | HEK293 GalR3-CNG cAMP membrane potential fluorescence; galR3 body fused to GalR1 C-terminus | O60755 | hit rate 0.44% among 360,000;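 active = inhibition above the screen-wide average plus 3 SD, cut at about 13% in these data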;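 note: forskolin and galanin both at EC90 stimulate the cells; cAMP rise reported by CNG channel membrane potential dye signal; 0% = forskolin plus galanin with DMSO and 100% = forskolin alone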
# Target sequence (O60755 1-299 limits assumed): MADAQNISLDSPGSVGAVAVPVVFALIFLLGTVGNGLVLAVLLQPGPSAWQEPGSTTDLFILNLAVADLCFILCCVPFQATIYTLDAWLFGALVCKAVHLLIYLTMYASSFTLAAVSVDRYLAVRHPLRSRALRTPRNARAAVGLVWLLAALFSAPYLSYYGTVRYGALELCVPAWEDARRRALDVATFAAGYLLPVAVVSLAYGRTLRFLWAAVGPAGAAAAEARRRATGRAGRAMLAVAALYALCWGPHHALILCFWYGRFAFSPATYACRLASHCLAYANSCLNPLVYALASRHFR
# GPR7 antagonist – antagonists of human GPR7 (neuropeptides B/W receptor 1); P48145; inhibition, % at 4.4 µM; GPR7-expressing cells, fluorescence antagonist assay; hit rate 1.1% among 290,000; in the data active = inhibition above about 16%, passing the limit was not always enough;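 note: cells stimulated with the agonist NPW; 0% = agonist with vehicle and 100% = vehicle without agonist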
# OXTR potentiate – potentiates the human oxytocin receptor response; CHO-OTR cells, Fluo-8 calcium fluorescence, potentiator mode; 0% = oxytocin EC15, 100% = EC100; hit rate 0.061% among 320,000; activation, % at 3 µM; AID 2445; P30559;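 active = activation above that plate's cutoff, the mean activation of tested compounds plus 3 SD, cut at about 6.6% in these data, passing the limit was not always enough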;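 note: 100% uses oxytocin at 75 nM as the full agonist control; some results filed as inactive read as strong as hits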
#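 Material: CHO-OTR cells, human receptor; compound dosing: single dose, 3.0 µM nominal final compound concentration; schedule: 6 min compound pre-incubation at room temperature, 100 s kinetic read; measured by: kinetic Fluo-8 calcium fluorescence; read-out basis: % activation vs EC15 and EC100 oxytocin; controls: EC15 oxytocin alone as 0%, 75 nM oxytocin as 100%; replicates: singlicate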
# MEKK2 WT-MEK5 – raises or lowers MEK5 binding to wildtype human MEKK2 PB1 domain; bead flow cytometry, Alexa488-MEK5 binding to MEKK2 WT; actives lie on both sides; Q9Y2U5; AID 1531; binding response (% of control), % at 10 µM; hit rate 1.1% among 290,000; in the data active = binding response below about 67% or above about 130%
# * hit, by the source's call; . = no result given. Compounds were not picked by outcome. Share with any hit: about 4.1%.
SMILES,NALP1 yeast inh,MEKK2 mut-MEK5,M18AAP inhibitor,V1aR counter,OXTR ag,GalR3 antag,GPR7 antagonist,OXTR potentiate,MEKK2 WT-MEK5
CCC(CC)C(=O)N1c2ccc(F)cc2CCC1C (configuration not stated),-1,-1,1,1.0,-0.6,-2,-2,-9,99
CSc1ccccc1C(=O)Nc1ccc2c(c1)OCO2,6,3,3,-0.9,0.2,1,-10,-7,100
CCCCNC(=O)C1CCN(S(=O)(=O)c2ccc3c(c2)CC(C)N3C(=O)C2CC2)CC1 (configuration not stated),17,1,-4,0.3,-1.0,8,-6,-1,103
COc1ccc(CNC(=O)COc2ccc(F)cc2)cc1,3,1,-3,1.3,1.4,4,-2,1,101
CCc1ccc(NC(=O)CSc2nnc(-c3cccs3)n2CC)cc1,2,0,5,-1.0,-1.8,-5,-12,-8,97
COc1ccc(-c2ccc3c(c2)S(=O)(=O)c2cccc(C(=O)N4CCN(c5c(Cl)cncc5Cl)CC4)c2C3=O)cc1OC,.,.,.,0.8,2.2,-1,.,-7,.
O=C(c1ccc2c(c1)OCO2)N1CCN(S(=O)(=O)c2ccccc2)CC1,9,4,3,0.3,0.8,0,-8,-3,102
Fc1cccc(Cl)c1CSc1ccc2nnc(-c3ccccn3)n2n1,-26,1,-2,-0.1,-0.5,0,-3,1,103
COc1ccc(O[C@H]2C=C[C@@H](c3ccccc3)O[C@@H]2COC(=O)CC/C(C)=N/O[C@@H](C)c2cn([C@H](CO)Cc3ccccc3)nn2)cc1,28,1,3,.,.,.,26,.,75
CC(C)[C@H](NS(=O)(=O)c1ccccc1)C(=O)OCC(=O)Nc1ccccc1Sc1ccccc1,37,0,-5,0.3,-0.3,-1,-8,-11,121
COc1ccc(S(=O)(=O)n2ccc(-c3cnc(-c4ccccc4)s3)n2)cc1,24,-2,-8,1.4,2.1,0,-8,-12,91
Cc1ccccc1Nc1nc(-c2sc(NC(=O)c3ccccc3)nc2C)cs1,15,4,-9,0.8,0.3,.,12,-16,113
O=C(NCC(c1ccc(F)cc1)N1CCOCC1)c1ccc(-c2ccccc2)cc1 (configuration not stated),.,.,.,0.0,-0.1,-11,.,-10,.
Cc1cc(=O)oc2cc(OCC(=O)OCC(=O)N(CCC#N)c3ccccc3)ccc12,-8,-2,1,2.4,3.0,0,-10,-13,92
O=C(CSc1ccc(-c2ccccc2)nn1)N1CCCCC1,-4,0,-3,-1.0,-0.1,8,-4,1,96
COC(=O)C(Cc1ccccc1)NC(=O)CCC(=O)NC(C)CCc1ccccc1 (configuration not stated),4,1,1,-0.3,-0.3,-4,-4,-14,104
O=C(CN1C(=O)COc2ccc(Cl)cc21)Nc1ccc(N2CCOCC2)cc1,-9,15,-13,1.4,1.4,1,16,-9,103
Cc1cc(NC(=O)CCC(=O)N(CC(C)C)C(C(=O)NC(C)(C)C)c2ccccc2Cl)no1 (configuration not stated),14,0,-1,-0.8,-0.6,-10,-6,-9,96
CCN(C(=O)CSc1nc(C)c(C)c(C)n1)C1CCS(=O)(=O)C1 (configuration not stated),.,.,.,1.4,0.5,-5,.,-2,.
Cc1cccc(CNC(=O)CCc2nnc(C3CCCCC3)o2)c1,-5,8,-5,0.1,-0.1,2,-11,-4,112
CC1CCN(C(=O)/C(=C/c2ccccc2Cl)c2ccccc2)CC1,-46,0,0,-1.8,-1.9,-1,-2,-3,99
CC(C)CCN(N=O)[C@@H](Cc1ccccc1)CN(N=O)[C@@H](Cc1ccccc1)CN(C)N=O,10,3,-2,0.0,0.9,-5,-1,-14,103
O=C(NCc1nc2ccccc2[nH]1)C1=C[C@H](c2ccc3c(c2)OCO3)C[C@H](OCCCCO)O1,-8,5,9,-0.8,-0.8,-2,-17,1,105
CCOC(=O)c1ccc(NC(=O)C2C3CCC(C3)C2C(=O)O)cc1 (configuration not stated),7,7,3,0.3,0.2,0,-5,-8,114
Cc1oc(C(=O)Nc2ccc(C(=O)O)cc2)cc1COc1ccccc1,8,-3,6,-0.1,-0.9,-1,13,-5,98
Cc1nc2nc(C)c(NS(=O)(=O)c3ccc(C4CCCCC4)cc3)c(=O)n2[nH]1,-43,-5,-1,-0.1,0.1,-10,10,-4,99
Nc1nc2ccc(-c3nc4ccccc4o3)cc2s1,18,6,7,-0.2,1.3,-6,2,-18,111
CC1CCN(S(=O)(=O)c2cc(Cl)ccc2Br)CC1,13,0,-2,-1.2,-1.5,-8,-8,1,102
CC(Cc1ccccc1)C(=O)NCc1ccncc1 (configuration not stated),21,2,0,0.2,8.6,-4,8,-9,94
O=C(CNS(=O)(=O)c1cccc(C(F)(F)F)c1)Nc1ccccc1F,25,6,2,-0.6,-0.8,-4,-2,-9,100
Cc1ccc(CNC(=O)C2CCC(=O)N(CCCN3CCOCC3)C2)cc1 (configuration not stated),11,14,1,1.1,-0.1,1,1,-2,100
C(=N\Nc1ccccc1)/c1nc2ccccc2s1,15,-39,-12,-0.4,0.9,-1,-10,-13,72
CC(=O)Nc1ccc(NC(=S)Nc2ccc(Br)cc2)cc1,22,-10,-14,1.3,4.5,-1,-5,-3,94
O=C(C1=C(O)C(=O)N(CC2CCCO2)C1c1cccc(O)c1)c1ccco1 (configuration not stated),-9,1,2,0.1,0.8,-4,-15,-1,101
Cc1ccc(S(=O)(=O)Cc2sc3ccccc3[n+]2C)cc1,5,3,17,-0.6,-0.1,.,-4,-8,103
COc1cc(C(=O)NCCOc2ccc(F)cc2)c(Br)c(OC)c1OC,23,2,-9,-1.8,-2.7,-4,-2,-11,103
Cc1cccc(OCCOc2ccc(/C=N/NC(=O)Cc3nnc(N)s3)cc2)c1,32,4,10,0.9,0.3,4,-14,-5,124
CC1(C)CC(=O)c2c(Cc3ccccc3)n[nH]c2C1,-14,-2,-5,-0.9,-0.9,-4,9,-18,98
CCN(CC)C(=O)c1cn(-c2ccccc2)nc1-c1ccc2c(c1)OCCO2,12,0,-3,-0.4,-2.4,-2,-2,-7,102
CCCCCCCCS(=O)c1sc2nc3c(cc2c1N)CCCC3 (configuration not stated),.,2,9,4.8,6.6,0,-8,-15,99
C=C(C)[C@@H]1CCC2(C(=O)O)CC[C@]3(C)[C@H](CC[C@@H]4[C@@]5(C)CCC(=O)C(C)(C)[C@@H]5CC[C@]43C)[C@@H]12 (some centres not stated),37,1,-5,-0.1,-1.0,-3,-2,-8,95
O=S(=O)(NC1CCCCC1N1CCOCC1)c1ccc(Cl)cc1 (configuration not stated),-10,-10,4,0.8,-0.5,-9,8,-1,93
Cn1c(=O)c2c(nc(N3CCN(c4ccccc4)CC3)n2CCCc2ccccc2)n(C)c1=O,4,0,-7,1.0,-0.4,-1,9,-12,104
O=C(NCCC1=CCCCC1)c1c(O)nc2sccn2c1=O,.,.,.,-0.7,-1.1,-5,.,-3,.
COc1ccccc1NC(=O)COC(=O)C1CCCC1,.,.,.,0.2,-0.6,-8,.,-1,.
CSc1ccccc1NC(=O)c1ccc(C)o1,4,3,6,-1.5,-1.4,-5,-7,-1,102
O=C(COC(=O)COc1ccccc1)Nc1ccc(Br)cc1F,.,.,.,0.0,-0.2,-3,.,-4,.
Cc1c(N=C/C=C2\N(C)c3ccccc3C2(C)C)c(=O)n(-c2ccccc2)n1C,-3,-8,6,1.2,-0.7,0,-8,6,90
CC(=O)c1cnc2c(-c3ccccc3)c(C(F)(F)F)nn2c1C,20,-26,-4,-1.5,-1.9,1,-6,-10,72
CC(C)N1CC2=C(OC(N)=C(C#N)C2c2cccnc2)/C(=C/c2cccnc2)C1 (configuration not stated),10,-2,-5,2.0,-0.4,-3,16,-20,100
Cc1ccccc1N1CCN(C(=S)c2ccc([N+](=O)[O-])cc2)CC1,24,-3,9,-1.4,-1.6,1,9,-10,95
CCCCCCCCn1c(N2CCN(c3cccc(Cl)c3)CC2)nc2c1c(=O)[nH]c(=O)n2C,-3,-2,6,-0.2,1.2,3,3,6,89
CCCCSc1nnc(-c2ccc(C)cc2)n1C,26,1,4,-0.5,-2.8,-4,6,-2,96
O=C(CN1CCN(c2ccc(O)cc2)CC1)NCC(=O)Nc1ccc(F)c(F)c1F,.,.,.,-0.1,-0.8,-2,.,-4,.
CC(=O)N(CN1C(=O)C2CC=CCC2C1=O)c1cccc(Cl)c1 (configuration not stated),4,5,11,-0.3,0.1,2,-11,-11,105
O=C(NCc1cccc(C(F)(F)F)c1)C1CCC(=O)N(C2CCCCCC2)C1 (configuration not stated),-1,0,0,-0.6,-2.8,-9,-8,0,101
NS(=O)(=O)c1ccc(CCNC(=O)COC(=O)CCSc2ccc(Cl)cc2)cc1,15,0,-2,7.4,3.5,-12,-9,-9,106
CCC(Oc1cccc(Cl)c1)C(=O)N1CCCN(C)CC1 (configuration not stated),21,10,-5,-0.1,-0.1,1,-18,-5,115
O=C(c1cc(-c2ccc(F)cc2)on1)N1CCN(c2ccc(F)cc2)CC1,20,7,-12,3.8,-0.3,-8,0,2,99
Cc1cc(Cl)ccc1NC(=S)Nc1cccnc1,-5,8,-1,1.6,2.8,1,-4,5,107
Cc1cc(NC(=O)c2noc3c2CCCC3)no1,3,7,-5,-0.2,0.5,-7,-2,-9,106
